High-throughput results as filed in PubChem BioAssay.
NOD1 inhibition – NOD1 signaling inhibitors, primary screen, cell-based, luminescence, uHTS (AID 1578) | NOD1-driven NF-kB luciferase reporter cells, luminescence; higher % means a stronger effect | inhibition, % at 4 µM, or EC50 in µM where a hit was titrated | actives 1% (n = 290,000); in the data active = inhibition mostly above about 36%, no sharp cut-off; inactive = mostly below about 34%;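 note: HEK-293T reporter cells stimulated with the NOD1 agonist gamma-tri-DAP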
HIV peptide binding – cell-free HIV fusion peptide-binding blockers – biochemical, uHTS, fluorescence dequenching, primary screen (AID 1986); cell-free peptide binding, fluorescence dequenching, 30 min; higher % means a stronger effect; actives 0.3% (n = 290,000); one-dose inhibition, % at 20 µM; IC50 in µM for titrated hits; in the data active = inhibition mostly above about 52%, no sharp cut-off; inactive = mostly below about 76%; note: some results filed as inactive read as strong as hits
PhoP inhibition – PhoP-dependent GFP reporter repression – Salmonella Typhimurium, primary screen (AID 1863) | S. Typhimurium PhoP-regulated promoter GFP reporter, 4 h; higher % means a stronger effect | inhibition, % at 50 µM; hits with a dose series show IC50 in µM | actives 0.16% (n = 300,000);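 active = inhibition over 29.93%, a cutoff 3 SD above the screen mean, later confirmed by dose response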;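 note: 0% = low Mg2+ inducing control and 100% = high Mg2+ repressing control; strong numbers were not always called active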
KOR beta-arrestin-1 – kappa opioid receptor blockers – cell-based, luminescence, uHTS (AID 1778); KOR beta-arrestin recruitment, luminescence, antagonist mode; higher % means a stronger effect; one-dose inhibition, % at 10 µM; IC50 in µM for titrated hits; actives 0.091% (n = 290,000); note: strong numbers were not always called active
NOD2 inhibition – NOD2 signaling inhibitors, cell-based, luminescence, uHTS, HEK293 (AID 1566); HEK293 NOD2/NF-kB luciferase reporter, luminescence; higher % means a stronger effect; one-dose inhibition, % at 4 µM; EC50 in µM for titrated hits; actives 0.63% (n = 290,000); note: many of its hits are not listed in these tables
KOR beta-arrestin-2 – KOR agonists, beta-arrestin recruitment, primary screen, cell-based, luminescence, uHTS (AID 1777); KOR beta-arrestin recruitment, luminescence; higher % means a stronger effect; activation, % at 10 µM, or EC50 in µM where a hit was titrated; actives 0.02% (n = 280,000); in the data active = activation above about 50%, passing the limit was not always enough; note: a part of the inactive calls stands beside numbers as strong as those of hits
Myeloid diff MLP – myeloid differentiation induction; ER-HoxA9 myeloid progenitors, lysozyme-GFP differentiation, flow cytometry; actives 1% (n = 360,000); calls only at 10 µM;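 active = normalized GFP-positive differentiation at or above the plate's own cutoff, the solvent-only control mean plus 3 SD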;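 note: cells exposed to compound for four days before flow analysis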
LYP phosphatase – PTPN22 lymphoid phosphatase activity blockers – biochemical, fluorescence intensity, uHTS (AID 1779). recombinant LYP phosphatase, fluorescence intensity; higher % means a stronger effect. inhibition, % at 11.5 µM, or IC50 in µM where a hit was titrated. actives 0.054% (n = 290,000);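 note: plate controls were vehicle with enzyme for no effect and no enzyme for full effect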
Siah-1 displacement – Siah-1 peptide-binding antagonists, primary screen, biochemical, fluorescence polarization, rhodamine-plectin, uHTS (AID 1817); Siah-1 / rhodamine-plectin peptide fluorescence polarization; higher % means a stronger effect; displacement, % at 20 µM, or IC50 in µM where a hit was titrated; actives 0.02% (n = 290,000);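 active = displacement of at least 50% at 20 µM, with a fluorescence ratio check between 0.3 and a set limit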;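 note: plate controls were Siah plus tracer with DMSO for no effect and tracer alone without Siah for full effect; strong numbers were not always called active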
Myeloid diff MLP GFP+ MAC1+ % – second read-out of Myeloid diff MLP, no call of its own (marks repeat the call); GFP+ MAC1+ double positive, %; measured here: differentiation confirmed by MAC1 staining
* marks the source's active call; other numbers are inactive results; i = inactive; / = no result given; [ ] = another dose, or the depositor's remark. Cut-off read from the data, not from the text of the source, unless noted: active = inhibition above about 50%; inactive = the rest. A portion of the library, so the mix of outcomes need not match the whole.

SMILES | NOD1 inhibition | HIV peptide binding | PhoP inhibition | KOR beta-arrestin-1 | NOD2 inhibition | KOR beta-arrestin-2 | Myeloid diff MLP | Myeloid diff MLP GFP+ MAC1+ % | LYP phosphatase | Siah-1 displacement
Cc1ccc(C(=O)n2ncn(C)c2=S)cc1 | -74% | 1.9% | 0% | -10% | 3% | -1.4% | i | 0.1 | -3% | 3%
Cc1cc(C(F)(F)F)c2c(=O)[nH]c(=O)n(Cc3ccccc3)c2n1 | -18% | -4.4% | 4% | -10% | -12% | -1.4% | i | 0.7 | -6% | 5%
O=c1[nH]c2cc3c(cc2cc1C(c1nnnn1CC1CCCO1)N1CCCC1)OCO3 (stereo not given) | 0% | -0.2% | 1% | 6% | 11% | -0.2% | i | 6.8 | -6% | -2%
Cc1cccc(C)c1NC(=O)CN(C)C(=O)c1cc([N+](=O)[O-])ccc1N1CCOCC1 | -2% | -1.3% | 3% | -8% | 4% | 2.4% | i | 1.1 | -6% | -2%
O=C(COC(=O)c1ccccc1Sc1ccc(C(F)(F)F)cc1[N+](=O)[O-])NC(=O)NC1CCCC1 | 8% | -0.7% | 3% | -10% | -8% | 3.3% | i | 0.3 | 9% | -1%
Cc1cc2c(cc1S(=O)(=O)CCC(=O)N1CC(C)CC(C)C1)OCC(=O)N2 (stereo not given) | -18% | 0.5% | / | -27%[20 µM] | 1% | 0.1% | i | 2.3 | -7% | -1%
CCCCC(=O)NC(=S)Nc1cccc(NC(=O)c2ccco2)c1 | 2% | 0.1% | -13% | 24% | 26% | -6.1% | i | 0.7 | -5% | 2%
Cc1cccc(NC(=S)N(CCN2CCOCC2)Cc2cc3cc4c(cc3[nH]c2=O)OCO4)c1 | -24% | -0.7% | -6% | -28% | -1% | -2.3% | i | 0.1 | -8% | 2%
C=CCC1S/C(=N/N=C/c2cccs2)NC1=O (stereo not given) | -25% | -1.8% | 2% | -6%[20 µM] | 6% | -4.6% | i | 0.3 | -3% | 10%
Cc1cccc(NC(=O)COc2ccccc2)c1 | -37% | -2.7% | 16% | -6% | -38% | 0.7% | i | 0.5 | -4% | 5%
O=C(NCCc1ccc(Cl)cc1)C1CCCN(S(=O)(=O)N2CCCCCC2)C1 (stereo not given) | -20% | -1.0% | -3% | 4% | 16% | -2.9% | i | 0.6 | -3% | 3%
CN1C(=O)[C@H]2[C@@H](/C=C/c3ccccc3)N3C(=O)CN(CCO)C(=O)[C@@]3(C)[C@H]2C1=O | -21% | 0.4% | -5% | -30%[20 µM] | 11% | -5.5% | i | 0.6 | -8% | 0%
COc1ccc(/C=N/NC(=O)c2cccnc2)c2ccccc12 | -10% | 0.5% | 6% | 9% | 7% | 1.3% | i | 0.2 | -2% | 3%
Cc1nnc(SCc2ccccc2F)n1NCc1cccs1 | -25% | 0.9% | -6% | 2% | -22% | 1.7% | i | 0.8 | 1% | -2%
COc1cc(/C=C2\SC(=S)N(Nc3ccccc3)C2=O)cc(OC)c1OC | -6% | -0.9% | -2% | -31% | -35% | 0.9% | i | 0.6 | 7% | 0%
C=CCNC(=O)COC(=O)c1c2c(nc3ccccc13)CCC2 | 5% | 18% | 11% | -11% | -1% | 9.8% | i | 4.8 | 0% | 9%
Cc1cc(NC(=O)c2ccc(S(=O)(=O)N(C)C)cc2)no1 | -17% | -0.5% | 0% | 31% | -7% | -5.1% | i | 0.3 | 2% | 4%
CCn1c(NC(=O)Nc2cccc(C)c2C)cc2sccc21 | -14% | -3.5% | 10% | 6% | -4% | -2.9% | i | 5.5 | -2% | 5%
CC(C)CC(c1nnnn1C(C)(C)C)N1CCN(Cc2ccccc2)CC1 (stereo not given) | -28% | 0.7% | 4% | -17%[20 µM] | -11% | / | i | 0.2 | -2% | 4%
CCn1c(SCC(=O)Nc2ccc(N3CCOCC3)cc2)nnc1-c1ccc(OC)cc1 | -17% | -0.7% | -13% | -11% | -10% | -0.6% | i | 8.0 | -2% | -1%
COc1ccc(C(C)=O)cc1COc1ncnc2ccccc12 | -8% | -2.5% | 3% | -10% | 1% | -0.3% | i | 1.5 | -5% | 0%
CCC(C)Sc1nc2c(c(=O)[nH]1)C(c1cccs1)C1=C(CCCC1=O)N2 (stereo not given) | -21% | 6.2% | -5% | 7% | -4% | -3.7% | i | 2.1 | 2% | 4%
COc1ccc(Br)cc1/C=N/n1nnnc1N | -7% | 0.1% | 10% | 0% | 1% | -4.7% | i | 0.4 | -6% | -1%
CCOC(=O)c1cc(-c2ccc(C)cc2)n(CC(=O)NCc2ccco2)c1C | -3% | 0.9% | 3% | -21% | 1% | -2.7% | i | 3.7 | -6% | 3%
Cc1cccc(NC(=O)Cn2cc(C(=O)c3ccco3)c3ccccc32)c1 | -51% | 3.0% | -7% | -17% | -6% | 5.1% | / | / | -1% | -4%

Exported field by field: part of the list above
Cc1cc2c(cc1S(=O)(=O)CCC(=O)N1CC(C)CC(C)C1)OCC(=O)N2 (stereo not given)
  NOD1 inhibition = -18%; HIV peptide binding = 0.5%; PhoP inhibition = /; KOR beta-arrestin-1 = -27%[20 µM]; NOD2 inhibition = 1%; KOR beta-arrestin-2 = 0.1%; Myeloid diff MLP = i; Myeloid diff MLP GFP+ MAC1+ % = 2.3; LYP phosphatase = -7%; Siah-1 displacement = -1%

CCCCC(=O)NC(=S)Nc1cccc(NC(=O)c2ccco2)c1
  NOD1 inhibition = 2%; HIV peptide binding = 0.1%; PhoP inhibition = -13%; KOR beta-arrestin-1 = 24%; NOD2 inhibition = 26%; KOR beta-arrestin-2 = -6.1%; Myeloid diff MLP = i; Myeloid diff MLP GFP+ MAC1+ % = 0.7; LYP phosphatase = -5%; Siah-1 displacement = 2%

Cc1cccc(NC(=S)N(CCN2CCOCC2)Cc2cc3cc4c(cc3[nH]c2=O)OCO4)c1
  NOD1 inhibition = -24%; HIV peptide binding = -0.7%; PhoP inhibition = -6%; KOR beta-arrestin-1 = -28%; NOD2 inhibition = -1%; KOR beta-arrestin-2 = -2.3%; Myeloid diff MLP = i; Myeloid diff MLP GFP+ MAC1+ % = 0.1; LYP phosphatase = -8%; Siah-1 displacement = 2%

C=CCC1S/C(=N/N=C/c2cccs2)NC1=O (stereo not given)
  NOD1 inhibition = -25%; HIV peptide binding = -1.8%; PhoP inhibition = 2%; KOR beta-arrestin-1 = -6%[20 µM]; NOD2 inhibition = 6%; KOR beta-arrestin-2 = -4.6%; Myeloid diff MLP = i; Myeloid diff MLP GFP+ MAC1+ % = 0.3; LYP phosphatase = -3%; Siah-1 displacement = 10%

The results go on.
SMILES | NOD1 inhibition | HIV peptide binding | PhoP inhibition | KOR beta-arrestin-1 | NOD2 inhibition | KOR beta-arrestin-2 | Myeloid diff MLP | Myeloid diff MLP GFP+ MAC1+ % | LYP phosphatase | Siah-1 displacement
CSc1nsc(SC)c1NC(=O)N1CCCCC1 | 2% | 1.6% | 6% | -44% | 20% | 1.7% | i | 1.7 | -7% | -1%
Cn1c(=O)c2c(nc(OCc3cccnc3)n2Cc2c(F)cccc2Cl)n(C)c1=O | / | 1.8% | 2% | -6% | 14% | -0.3% | i | 0.8 | 1% | 0%
CC(C)CCOCC(O)CCC(=O)NNC(=S)Nc1ccccc1 (stereo not given) | -11% | -2.6% | 0% | -4% | 8% | 0.3% | i | 0.7 | -1% | 0%
CCOC(=O)Cc1cc(=O)n2[nH]c(C)c(-c3ccc(Cl)cc3)c2n1 | 65% | 0.5% | 2% | 9% | 14% | 1.2% | i | 7.4 | -5% | -4%
CCCCC(=O)NNC(=O)N1c2ccccc2Sc2ccccc21 | 5% | 2.7% | -3% | -36% | 9% | 2.7% | i | 0.4 | -8% | 2%
N=C1c2ccccc2CN1NC(=O)c1cccc(S(=O)(=O)N2CCCC2)c1 | 8% | -0.5% | -6% | -11% | 12% | -2.5% | i | 0.7 | -2% | 0%
COc1cc(NC(=O)CSc2c3c(nc4ccccc24)CCC3)cc(OC)c1OC | -12% | 1.5% | -10% | -4% | -4% | -0.4% | i | 0.6 | -3% | -7%
CCn1c(SCC(=O)Nc2nc3ccccc3s2)nnc1-c1ccc(OC)cc1 | -19% | 0.2% | -5% | 21% | 9% | 4.4% | i | 0.2 | 4% | 6%
COc1ccc(-c2csc(NC(=O)CC(NC(C)=O)c3ccccc3)n2)cc1OC (stereo not given) | -21% | -0.7% | -3% | 33% | 8% | -2.5% | i | 4.7 | -6% | 3%
COC(=O)CNC(=O)CN1c2cccc3cccc(c23)S1(=O)=O | 9% | 1.2% | 0% | 16% | 20% | 5.4% | i | 0.4 | -6% | -2%
COC(=O)Nc1sc2c(c1C(N)=O)CCC(C)C2 (stereo not given) | -9% | 0.2% | -6% | -14%[20 µM] | 24% | 2.8% | i | 0.4 | 3% | 2%
O=C(CN1CCc2ccccc2C1)Nc1cccc(S(=O)(=O)N2CCCC2)c1 | -20% | -0.8% | -9% | 17% | 6% | 0.3% | i | 0.3 | -2% | 0%
CCOc1cccc(/C(O)=C2/C(=O)C(=O)N(Cc3cccnc3)C2c2ccco2)c1 (stereo not given) | 34% | 9.7% | -10% | -21% | -3% | -1.9% | i | 0.8 | -3% | 3%
CN(CCCC1CCCC1)C(=O)CCc1nnc(-c2ccccc2)o1 | -61% | 0.4% | 4% | -14%[20 µM] | -102% | -1.5% | i | 0.2 | 2% | -2%
Nc1nc(CN2CCN(c3ccc(F)cc3)CC2)nc(N2CCCc3ccccc32)n1 | -7% | -0.4% | 1% | -15% | 2% | -1.3% | i | 2.1 | -1% | -2%
Cc1ccc(OCCCCn2ccnc2)c([N+](=O)[O-])c1 | -9% | -0.2% | 3% | 1% | 10% | 2.2% | i | 0.3 | -5% | 3%
COCCn1c(=O)[nH]c2cc(C(=O)NCCN3CCN(c4ccc(OC)cc4)CC3)ccc2c1=O | 15% | -2.2% | -8% | -11% | 5% | 2.8% | i | 1.2 | -7% | -6%
CCN(CC(=O)Nc1ccc(OC)c(OC)c1)S(=O)(=O)c1ccc(C)cc1 | -16% | -1.1% | -7% | -47% | 20% | -2.1% | i | 0.8 | 0% | 10%
O=C(O)CCC(=O)N1CCN(c2nc3ccccc3s2)CC1 | -13% | -0.8% | -7% | 5% | -12% | -2.4% | i | 0.4 | -7% | -1%
CCOc1ccccc1N=Nc1c(C)[nH]n(-c2ccccc2)c1=O | -21% | -2.5% | -4% | -1% | 8% | -3.2% | i | 0.4 | -2% | 2%
COCCCn1c(=O)c2sccc2n2c(CCCC(=O)NCc3ccccc3OC)nnc12 | -13% | -0.1% | -2% | -45% | 0% | 2.0% | i | 1.2 | -11% | 12%
Cc1cc(O)ccc1Nc1nc2ccccc2nc1Nc1ccc(O)cc1C | 21% | 3.6% | 37% | -26% | 18% | -1.0% | i | 1.2 | 1% | 8%
